Bioassay records: PubChem BioAssay, several laboratories
RmlCD inh 1536 = blocks M. tuberculosis RmlC and RmlD coupled enzymes; RmlC+RmlD coupled enzyme assay, percent inhibition; primary screen in compound mixtures; inhibition, % at 3.6 µM; actives 0.03% (n = 160,000); in the data active = inhibition mostly above about 34%, no sharp cut-off; inconclusive = no clear call, values can overlap the other calls; inactive = mostly below about 22%; also: some results filed as inactive read as strong as hits
Target sequence (P9WH09 whole entry, looked up): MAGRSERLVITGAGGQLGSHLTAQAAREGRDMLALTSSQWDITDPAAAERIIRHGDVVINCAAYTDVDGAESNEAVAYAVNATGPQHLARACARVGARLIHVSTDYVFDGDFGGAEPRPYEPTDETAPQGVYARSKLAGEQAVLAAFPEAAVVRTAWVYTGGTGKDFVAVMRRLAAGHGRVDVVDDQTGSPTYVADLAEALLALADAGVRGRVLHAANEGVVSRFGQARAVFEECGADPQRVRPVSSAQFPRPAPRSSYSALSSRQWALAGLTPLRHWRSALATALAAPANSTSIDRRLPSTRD
Target sequence (P9WH11 whole entry, looked up): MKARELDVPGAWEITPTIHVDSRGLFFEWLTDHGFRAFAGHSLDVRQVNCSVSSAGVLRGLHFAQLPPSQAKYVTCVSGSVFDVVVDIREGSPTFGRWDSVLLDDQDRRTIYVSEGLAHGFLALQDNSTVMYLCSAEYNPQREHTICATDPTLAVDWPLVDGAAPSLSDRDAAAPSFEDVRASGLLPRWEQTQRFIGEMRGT
GlmU inhibition = inhibition of mycobacterial GlmU enzyme – biochemical, glucosamine-1-phosphate acetyltransferase (AID 1376) | M. tuberculosis GlmU acetyltransferase enzyme assay; higher % means a stronger effect | inhibition, %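 (tested at 30 µM in the primary screen)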, or IC50 in µM where a hit was titrated | actives 0.25% (n = 220,000); in the data active = inhibition above about 13%; inconclusive = no clear call, values can overlap the other calls;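 also: 0% = complete reaction with vehicle and 100% = reaction without substrate; strong numbers were not always called active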
An asterisk follows results filed as active; ? = inconclusive; · = not tested or not shown. A portion of the library; count on the stated rates, not on these rows.

molecule | RmlCD inh 1536 | GlmU inhibition
N#Cc1c(NC(=O)CSc2ccccn2)oc(-c2ccccc2)c1-c1ccccc1 | 15.1 | -3.9%
COc1cccc(-c2cc3c(=O)n(-c4ccccc4)c(=S)[nH]c3s2)c1 | 97.7 | 0.1%
CCCOc1ccc(N2C(=O)CC(N3CCN(c4ccccc4F)CC3)C2=O)cc1 (stereo unspecified) | 5.4 | -5.4%
Cc1ccc(S(=O)(=O)C2(C(=O)Nc3cccnc3)CC2)cc1 | -7.1 | 4.0%
COc1ccccc1CC(=O)O/N=C(\N)c1ccccn1 | -14.9 | 2.9%
COc1cc(CNC2CCCC2)cc(Br)c1OCC(=O)Nc1ccccc1C | -11.8 | -6.0%
N=c1sc2c(n1Cc1ccccc1)CCCC2 | · | 9.4%
C/C(=N\NC(=S)NCCc1ccccc1)c1ccc(C)cc1 | · | 1.7%
COc1ccc2c(c1)CCc1c(C(=O)N3CCCc4ccccc43)noc1-2 | · | 2.3%
COc1ccc(CNC(=S)Nc2ccccc2C)cc1 | -4.0 | 2.9%
COc1ccc(N2COC3c4cccc5cccc(c45)C32)cc1 (stereo unspecified) | · | 1.6%
CCOC(=O)Nc1cccc(OCC(=O)Nc2ccccc2OCC)c1 | · | 1.0%
C/C(=N\n1cnnc1)c1ccc(C#N)cc1 | 2.1 | 1.4%
CC1(OC(=O)c2ccc(Cl)nc2)C(=O)C=C2C=C3CCCN3C=C2C1=O (stereo unspecified) | · | 8.2%
Cc1cc(NC(=O)CSc2nc(C(C)C)nc3sc(C)c(C)c23)no1 | 2.8 | -2.6%
Cc1cc(C)c(O)c(-c2cc(C(=O)Nc3cccnc3)[nH]n2)c1 | -17.8 | 2.0%
Cc1nc(NCC2CCCO2)c2nnn(Cc3ccccc3Cl)c2n1 (stereo unspecified) | · | 0.7%
C=CCN(CC=C)S(=O)(=O)c1ccc(NC(=S)NC(=O)/C=C/c2cccc3ccccc23)cc1 | · | 6.5%
N/C(=N\OC(=O)/C=C/c1ccccc1Cl)c1ccccn1 | 19.6 | 3.0%
COc1ccccc1N=Cc1nc(-c2ccccc2)oc1OC(C)=O | · | -5.4%
O=C1C(Nc2ccccc2)=CC(c2ccc(O)cc2)N1c1ccccc1 (stereo unspecified) | -11.2 | -0.6%
O=C(c1ccc([N+](=O)[O-])cc1)n1nc(-c2ccccc2)nc1NCc1ccccc1 | ? | ·
COc1cc(-c2cc(C(=O)Nc3ccc(S(=O)(=O)Nc4ncccn4)cc3)c3ccccc3n2)cc(OC)c1OC | 37.1 | ·
COc1cccc(C(=O)Nc2ccc3nc(N4CCN(c5ncccn5)CC4)cc(C)c3c2)c1OC | · | -2.8%
CCOC(=O)c1c(-c2cccc([N+](=O)[O-])c2)cn2ccccc12 | 3.0 | -3.7%

The last 3 records of the section above lead into the next:
molecule | RmlCD inh 1536 | GlmU inhibition
COc1cc(-c2cc(C(=O)Nc3ccc(S(=O)(=O)Nc4ncccn4)cc3)c3ccccc3n2)cc(OC)c1OC | 37.1 | ·
COc1cccc(C(=O)Nc2ccc3nc(N4CCN(c5ncccn5)CC4)cc(C)c3c2)c1OC | · | -2.8%
CCOC(=O)c1c(-c2cccc([N+](=O)[O-])c2)cn2ccccc12 | 3.0 | -3.7%
C/C(=N/NC(N)=S)c1ccccc1[N+](=O)[O-] | · | -6.0%
CN(C(=O)CS(=O)(=O)c1cn(CC(=O)N2CCOCC2)c2ccccc12)c1ccccc1 | 3.5 | -1.7%
COc1ccc(CN2CCC(CO)(Cc3ccccc3C(F)(F)F)CC2)c(F)c1 | · | 1.5%
O=c1c2ccccc2c2c(O)nc(-c3ccccc3)n2n1Cc1ccccc1 | 9.4 | 3.1%
Cc1ccccc1C(=O)N1CCN(c2ccc(NC(=S)NC(=O)c3cccs3)cc2)CC1 | 11.9 | -1.4%
CS(=O)(=O)N(CC(=O)O)c1ccc2c(c1)OCO2 | -6.5 | -1.9%
COc1ccc(C(=O)Nc2cccnc2)cc1S(=O)(=O)N1CCOCC1 | 11.0 | ·
COC(=O)C1=C(C)NC(=O)CC1c1cc2c(cc1Br)OCO2 (stereo unspecified) | -2.5 | 0.8%
CCn1c(SCC(=O)OC)nnc1C1CCCCC1 | 1.0 | 1.3%
COC(=O)c1c(NC(=O)CSc2nc3nc(C)cc(C)n3n2)sc(C)c1C | 44.5 | 1.1%
COc1ccccc1CNC(=O)C1=CCN(S(=O)(=O)c2ccc(C)cc2)CC1 | -9.8 | 0.2%
O=C(COC(=O)C1CC2C=CC1C2)NCCc1ccccc1 (stereo unspecified) | · | -3.5%
O=C(CN1CCc2ccccc21)NN1CC(=O)N(c2ccc(Cl)cc2)CC1=O | -4.2 | 3.6%
COP(=O)(CC(=O)c1ccccc1)CC(=O)c1ccccc1 | -9.5 | -2.0%
CC(C)(C)c1ccc(C(=O)Nc2sc3c(c2C(=O)O)CCC3)cc1 | 12.0 | 7.5%
CNS(=O)(=O)c1ccc(NC(=O)c2ccoc2C)cc1 | -2.6 | 1.2%
COc1ccccc1N/N=C(\C#N)C(=N)N1CCOCC1 | -0.3 | 7.0%
CN(C)/C=C(\C#N)C(=O)c1cccnc1Oc1ccc(F)cc1F | -3.3 | 3.9%
O=C(NNC(=O)C1CC=CCC1C(=O)O)c1cccs1 (stereo unspecified) | · | 0.9%
CCOC(=O)C(C)n1cnc2sc(C)c(C)c2c1=O (stereo unspecified) | · | 1.2%
COc1cccc(C(=O)NNC2=C(C(=O)C(F)(F)F)CCC2)c1 | · | -2.5%
Cc1c(Cl)cccc1NC(=S)NC1CC1 | 9.4 | 1.9%
Cc1[nH]c(=O)[nH]c(=O)c1/C=N/NC(=O)[C@@H](NC(=O)OC(C)(C)C)C(C)C | · | -0.4%
O=C(CCC1COc2ccccc2O1)Nc1ncccc1O (stereo unspecified) | 4.7 | 1.8%
Cc1ccccc1CN(C)CC(=O)Nc1ccccc1-c1ccccc1 | -9.7 | -7.1%

molecule | RmlCD inh 1536 | GlmU inhibition
CCOc1ccc(C2=NNC(c3cccs3)=Nc3ccc(OC)cc32)cc1OCC | · | 4.2%
Cc1cc(N2CCOCC2)n2nc(-c3cccc(F)c3)cc2n1 | 13.3 | 3.1%
C/C(=N\NC(=S)NCc1ccccc1)c1ccc2c(c1)OCCO2 | -36.2 | -2.8%
COc1ccc(/C=C/c2cc[n+](C(=O)Cc3ccccc3)cc2)cc1 | 2.5 | -0.4%
Nc1ccc(S(=O)(=O)NC2=NCCCCC2)cc1N | 9.4 | -2.5%
CC(=O)N1N=C2C3CCN(CC3)C2C1c1cccc2ccccc12 (stereo unspecified) | · | 1.3%
Cc1c(/C=N/N=C2\CCC3C4CCc5cc(O)ccc5C4CCC23C)cnn1C (stereo unspecified) | · | 1.5%
COc1ccc(O)c(C(=O)c2cc(C#N)c(=O)n(CCN3CCOCC3)c2)c1 | 1.0 | -0.3%
COc1ccc(C2(CNC(C)=O)CCCC2)cc1OC | -9.8 | 0.6%
COc1ccc(-c2nnc(SCC(=O)c3cccs3)n2-c2ccc(Cl)cc2)cc1 | -5.3 | 1.5%
Cc1ccc(/C=N/n2c(-c3cccs3)n[nH]c2=S)cc1 | · | 6.7%
Cc1nn(-c2ccccc2)c(N2CCCC2)c1/C=N/NC(=S)Nc1ccccc1F | -19.8 | 5.7%
COc1ccc([C@H]2[C@H](C(=O)OC(C)(C)C)N3N=Cc4ccccc4C3C23C(=O)c2ccccc2C3=O)c(OC)c1 (stereo partly specified) | -13.6 | -0.7%
CCCS(=O)(=O)N1CCC(C(=O)NCCN(CC)c2ccccc2)CC1 | 7.6 | 0.2%
O=C(c1ccccc1F)c1cc2c(cc1[N+](=O)[O-])OCCO2 | -11.7 | -2.2%
N#CCNC(=O)c1cccn1-c1ncc(C(F)(F)F)cc1Cl | 3.2 | -5.4%
O=C(NC1CCCc2ccccc21)c1ccc2c(c1)OCO2 (stereo unspecified) | -7.0 | -7.5%
Cc1noc(C)c1CN(C(=S)NC(C)C)c1ccccc1 | -6.3 | -5.9%
Cc1cccc(C(=O)NNC(=O)c2ccco2)c1 | 5.5 | 2.3%
CN(C)CCCNc1oc(-c2cccc(Cl)c2)nc1C#N | -7.0 | -1.8%
COc1ccc(S(=O)(=O)N2CCOCC2)cc1NC(=O)CN1CCCC1 | 0.5 | -3.0%
Cc1ccc(C2CC(c3ccccc3C)n3nc(N)nc3N2)cc1 (stereo unspecified) | -8.3 | 3.4%
Cc1ccc(C(=O)O)cc1NC(=S)NC(=O)c1ccc([N+](=O)[O-])cc1Cl | 5.1 | -4.2%
COc1ccc(-n2cc(CNCCc3nc(C)cc(C)n3)c(-c3ccccc3Cl)n2)cc1 | 49.0 | 4.8%
COCCn1c(C)nnc1SCC(=O)Nc1ccccc1[N+](=O)[O-] | 4.8 | -2.6%

Entries shown so far containing a furan ring, fused or not (three):
molecule | RmlCD inh 1536 | GlmU inhibition
N#Cc1c(NC(=O)CSc2ccccn2)oc(-c2ccccc2)c1-c1ccccc1 | 15.1 | -3.9%
CNS(=O)(=O)c1ccc(NC(=O)c2ccoc2C)cc1 | -2.6 | 1.2%
Cc1cccc(C(=O)NNC(=O)c2ccco2)c1 | 5.5 | 2.3%

Next part:
molecule | RmlCD inh 1536 | GlmU inhibition
Cc1ccc(NC(=O)CN(C)C(=O)CSc2nnnn2C)cc1 | 13.1 | -0.3%
CCOC(=O)c1c(C)nc2c(c1-c1ccc(OC)cc1)C(=O)CC(C)(C)C2 | -4.5 | -2.5%
CC(C)(C)c1ccc(OCCN2CCCC2)cc1 | -9.9 | 1.3%
Cc1c(S(=O)(=O)c2ccccn2)c(N)n(Cc2ccccc2Cl)c1C | 7.3 | -1.6%
Cn1c(=O)n(C)c2cc(S(=O)(=O)NCc3ccccc3)ccc21 | · | 3.4%
Fc1ccc(CNc2nc(-c3ccccc3)nc3ccccc23)cc1 | 1.2 | -3.8%
Cc1cc(OCc2nn[nH]n2)c2c3c(c(=O)oc2c1)CCCC3 | -4.1 | 5.8%
O=C(COC(=O)/C=C/c1cccs1)Nc1ccccc1Cl | 3.7 | 1.8%
CCNCc1cc(Cl)c(OCc2ccccc2)c(OCC)c1 | 5.5 | 0.3%
Cc1nnc(SCC(=O)N2CCOCC2)s1 | -9.4 | 5.2%
CC1(C)C(=O)Nc2ccccc2N1C(=O)CSc1nnc2ccccn12 | 2.0 | 3.6%
CCCn1c(SCC(=O)NC2CCCc3ccccc32)n[nH]c1=O (stereo unspecified) | -9.3 | 3.8%
N#CC(C#N)=C1NC2(CCCC2)Cc2ccccc21 | 3.7 | 0.4%
O=C(NCc1nc2ncc(Br)cc2[nH]1)c1ccccc1 | 0.1 | 3.5%
CC(=O)NC(Cc1ccc(C(C)C)cc1)C(=O)NC1CCN(C(=O)c2cccc(C)c2)CC1 (stereo unspecified) | 2.6 | -2.4%
COc1ccccc1N1CCN(C(=O)COc2ccc(S(=O)(=O)NC(C)(C)C)cc2)CC1 | · | -3.1%
N#Cc1c2ncn(CC(=O)c3ccc(Br)cc3)c(=O)c2c2n1CCC2 | -4.0 | -1.8%
Cn1nc(OCC(N)=O)ccc1=O | 5.4 | -2.5%
COCCN(CCOC)S(=O)(=O)c1ccc(C(=O)Nc2nnc(COC)o2)cc1 | · | 4.1%
CC(=O)Nc1ccc(S(=O)(=O)NC(CC(=O)O)c2ccc(OC(C)C)cc2)cc1 (stereo unspecified) | 4.9 | 3.3%
Cc1ccc(S(=O)(=O)NNC(=O)C2CCN(Cc3ccccc3)CC2)cc1 | 30.3 | 1.1%
COc1ccccc1CN1[C@@H](CC(C)=O)c2cc(C(F)(F)F)ccc2S1(=O)=O | · | 2.3%
COc1ccc(S(=O)(=O)NCCC(=O)NC2CCCCCCC2)cc1 | 7.3 | -1.7%
Cc1cc(OCC#N)nc(N)n1 | 0.7 | 4.0%
CC(=O)c1oc2ccccc2c1NC(=O)CN1CCCCC1 | · | 7.1%

molecule | RmlCD inh 1536 | GlmU inhibition
O=C(Nc1nsc(-c2ccccc2)n1)c1ccncc1 | 7.2 | 2.1%
C/C(=N\Nc1ccc(Cl)c(C(=O)O)c1)c1ccc2c(c1)OCO2 | -8.7 | 9.3%
COc1ccc([N+](=O)[O-])cc1NC(=O)C1(c2ccccc2)CCOCC1 | 6.5 | -3.0%
COc1ccc(-n2ncc3c(NCC(C)C)ncnc32)cc1 | -7.8 | -0.4%
CC(=O)O[C@]1(C(C)=O)CC[C@H]2[C@@H]3C=C(C)C4=CC(=O)CC[C@]4(C)[C@H]3CC[C@@]21C | 6.7 | 3.5%
CCOC(=O)C1=C(Nc2ccc(C)cc2)CC(C)(O)C(C(=O)OCC)C1c1ccccc1 (stereo unspecified) | · | 1.2%
N#CC1(c2ccc(NC(=O)c3ccccc3F)cc2)CCCC1 | -4.6 | -6.7%
CN(C(=O)CC1C(=O)NCCN1C/C=C/c1ccccc1)C1CCOCC1 (stereo unspecified) | -12.2 | -2.9%
CCc1nnc(NC(=O)/C=C/c2ccco2)s1 | -8.4 | 3.5%
Cc1c(C)n(CCC(=O)O)c2ccccc12 | 8.1 | 1.1%
O=C(CCc1nc2ccccc2[nH]1)NCc1ccc2c(c1)OCO2 | · | 2.0%
Cc1cc(C)nc(N2C(=O)CC(Cc3ccc(Cl)cc3)C2=O)n1 (stereo unspecified) | -10.3 | 6.3%
Cn1c(NC(=O)Cc2cccc3ccccc23)cc(=O)n(C)c1=O | 7.4 | 2.5%
